# High-throughput results as filed in PubChem BioAssay.
# hIAP inh: blocks human intestinal alkaline phosphatase; 330,000 compounds, 0.12% hits; P09923; purified IAP, CDP-Star luminescence, 30 min; inhibition, % at 10 µM;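 active means inhibition reaching a set limit with compound at 10 µM in the primary screen, cut at about 35% in these data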;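 further: plate controls were DMSO wells with enzyme for no effect and no-enzyme buffer wells for full effect; values of inactives mirror those of a sister screen read the other way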
# Target sequence (P09923 whole entry, looked up): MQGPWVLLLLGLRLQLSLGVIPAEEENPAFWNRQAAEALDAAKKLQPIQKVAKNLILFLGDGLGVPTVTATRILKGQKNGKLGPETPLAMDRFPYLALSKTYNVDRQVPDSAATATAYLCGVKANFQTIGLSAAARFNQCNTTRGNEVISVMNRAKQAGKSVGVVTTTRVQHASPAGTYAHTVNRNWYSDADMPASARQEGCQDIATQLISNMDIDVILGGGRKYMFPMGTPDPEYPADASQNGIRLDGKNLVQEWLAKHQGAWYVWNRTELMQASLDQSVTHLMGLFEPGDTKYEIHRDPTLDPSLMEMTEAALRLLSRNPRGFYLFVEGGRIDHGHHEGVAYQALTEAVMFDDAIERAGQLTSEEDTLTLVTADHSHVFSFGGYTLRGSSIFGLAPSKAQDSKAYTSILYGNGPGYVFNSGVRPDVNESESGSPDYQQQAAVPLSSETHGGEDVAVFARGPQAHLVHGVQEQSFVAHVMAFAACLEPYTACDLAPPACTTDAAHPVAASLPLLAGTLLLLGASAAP
# tim10-1 inh: tim10-1 yeast growth inhibition; S. cerevisiae tim10-1 ts strain growth, BacTiter-Glo, 24 h; inhibition, % at 20 µM; 330,000 compounds, 2.2% hits;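 active means inhibition of at least 40%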;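 further: mutant grown at 25 °C; 0% = DMSO wells with yeast and 100% = wells holding no yeast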
# NALP3 yeast inh: blocks the NALP3 inflammasome reconstituted in yeast | Yeast reconstituted NLRP3/ASC/caspase-1, beta-gal luminescence, 24 h | 330,000 compounds, 0.39% hits | inhibition, % at 10 µM | AID 2825;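 active means inhibition of 50% or more; inactive means inhibition below 50%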;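 further: plate controls were induced DMSO wells for no effect and uninduced yeast grown without galactose for full effect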
# A3G deaminase: APOBEC3G (human) deaminase inhibition. Q9HC16. recombinant A3G, ssDNA deamination FAM/TAMRA fluorescence. inhibition, % at 20 µM. 330,000 compounds, 0.28% hits;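 active means inhibition of at least 40% at 20 µM, with no more than 30% in the related APOBEC3A deaminase screen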;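 further: plate controls were DMSO wells with A3G for no effect and wells lacking A3G enzyme for full effect; some compounds called inactive have numbers as strong as hits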
# Target sequence (Q9HC16 whole entry, looked up): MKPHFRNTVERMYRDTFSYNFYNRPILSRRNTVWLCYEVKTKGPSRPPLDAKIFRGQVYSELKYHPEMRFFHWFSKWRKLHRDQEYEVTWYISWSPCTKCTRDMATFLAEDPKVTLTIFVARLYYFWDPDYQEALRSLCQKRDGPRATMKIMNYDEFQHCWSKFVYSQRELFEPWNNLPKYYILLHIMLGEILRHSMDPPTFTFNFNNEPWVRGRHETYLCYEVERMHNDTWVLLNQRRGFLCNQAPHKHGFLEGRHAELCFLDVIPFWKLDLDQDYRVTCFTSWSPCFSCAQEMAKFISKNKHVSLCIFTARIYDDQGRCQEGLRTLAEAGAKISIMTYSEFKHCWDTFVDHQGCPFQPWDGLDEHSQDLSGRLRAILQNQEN
# mIAP activ: mouse IAP activation; muIAP, CDP-Star luminescence, 30 min; stronger effect = higher value; 1 = vehicle-only enzyme signal, 0 = enzyme-free wells; activation factor at 10 µM; 330,000 compounds, 0.24% hits;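 active means activation factor of at least 2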; further: the source names both 10 and 20 µM as test concentration; values of inactives mirror those of a sister screen read the other way
#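 System: Mouse IAP enzyme | Also added: CDP-Star substrate | Dosing: Compounds dispensed in DMSO | Schedule: 30 min enzyme-substrate-compound incubation at room temperature | Technique: Chemiluminescence readout | Control set: DMSO-only wells and no-enzyme negative control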
# APOBEC3A inh: human APOBEC3A DNA deaminase inhibition | P31941 | recombinant A3A, FAM/TAMRA ssDNA deamination fluorescence | inhibition, % at 20 µM | 330,000 compounds, 0.41% hits | AID 493011;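 active means at least 40% inhibition at 20 µM here, with at most 30% in a related deaminase screen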;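 further: plate controls were A3A with DMSO for no effect and wells lacking A3A enzyme for full effect; some results filed as inactive read as strong as hits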
# Target sequence (P31941 whole entry, looked up): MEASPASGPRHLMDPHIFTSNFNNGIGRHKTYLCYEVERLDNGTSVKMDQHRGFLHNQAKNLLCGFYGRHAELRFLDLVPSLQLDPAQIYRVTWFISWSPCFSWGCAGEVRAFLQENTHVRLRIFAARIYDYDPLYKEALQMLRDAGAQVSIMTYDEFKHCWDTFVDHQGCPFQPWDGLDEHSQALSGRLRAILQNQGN
# TIM10 inh: inhibits growth of TIM10 yeast strain; S. cerevisiae TIM10 strain growth, BacTiter-Glo luminescence, 24 h; inhibition, % at 10 µM; 330,000 compounds, 1.4% hits; AID 463195;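 active means inhibition of 40% or more at the single tested concentration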;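 further: wild-type TIM10 isogenic control strain grown at permissive 25 °C; 0% = DMSO yeast wells and 100% = minimal medium wells without yeast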
# mIAP inh: mouse IAP inhibition; purified mouse IAP, CDP-Star luminescence, 30 min; inhibition, % at 10 µM; 330,000 compounds, 0.2% hits;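 active means inhibition of at least 40% at 10 µM in the primary screen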;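 further: plate controls were DMSO with enzyme for no effect and no enzyme wells for full effect; values of inactives mirror those of a sister screen read the other way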
# beta cell repl: induces beta-cell replication in MIN6 cells | MIN6 cells proliferation, ATPlite luminescence, 48 h; cells starved in 0.2% serum; 100% = growth in 10% serum | proliferation, % at 10 µM | 330,000 compounds, 0.29% hits;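 active means compounds whose signal lies at least 3.5 SD above the mean of all wells on their plate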;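 further: 0% = DMSO-treated cells in low-serum medium and 100% = 10% serum control; some compounds called inactive have numbers as strong as hits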
# * = called active by the depositor; / = not tested or not shown. An unsorted share of the library, and some 4.6% of all compounds hit somewhere here.
# Each structure is followed by: beta cell repl	NALP3 yeast inh	mIAP inh	hIAP inh	A3G deaminase	APOBEC3A inh	tim10-1 inh	TIM10 inh	mIAP activ
- COc1ccc(/C(O)=C2\C(=O)C(=O)N(CCN(C)C)C2c2cc(OC)c(OC)c(OC)c2)c(C)c1 (stereo not drawn)
  -1.8	-6.5	1.4	-29.5	-2.7	-1.1	0.6	2.1	0.986
- CCC(=O)Nc1ccc(S(=O)(=O)Nc2cccc(C)c2)cc1OC
  -0.8	7.3	5.2	-7.3	-6.7	-2.0	8.1	20.8	0.948
- CC(Oc1ncnc2ccccc12)C(=O)Nc1cccc(S(=O)(=O)N2CCOCC2)c1 (stereo not drawn)
  0.0	6.0	-1.9	0.3	-3.3	-2.1	4.3	5.7	1.02
- CCc1nc2nc(C)c(NS(=O)(=O)c3ccc(C)c(C)c3)c(=O)n2[nH]1
  0.0	4.1	6.2	-5.8	-6.5	-1.9	-10.2	14.8	0.938
- O=C1OCCN1C(=O)[C@H]1[C@H](c2ccc(Cl)cc2)C(c2ccc(F)cc2)=NN1c1ccc(Br)cc1
  /	/	2.7	/	-0.2	4.2	27.2	12.2	1.04
- O=C(Nc1ccccc1)N1CCN(Cc2ccc3c(c2)OCO3)CC1
  3.8	4.7	0.6	9.4	-4.9	-2.3	-25.9	4.5	0.994
- COc1cc2c(cc1OC)C(COc1ccc(F)cc1)N(C(=O)c1ccco1)CC2 (stereo not drawn)
  1.2	4.6	0.6	-13.6	-0.4	0.6	13.5	24.9	0.994
- COc1ccc(OC)c(-n2c(=S)[nH]c3c(sc(=S)n3-c3ccccc3)c2=O)c1
  3.2	21.3	4.6	8.8	-8.4	-2.9	7.2	10.3	0.954
- O=C(COC(=O)c1ccc(N2CCCC2=O)cc1)c1ccccc1
  0.2	15.7	5.9	-2.5	-10.1	-3.8	-15.1	12.5	0.941
- O=C(Nc1ccccc1C(=O)NCC1CCCO1)c1ccc(Cl)cc1Cl (stereo not drawn)
  3.2	25.7	-3.2	-1.6	-2.5	-1.6	30.5	21.7	1.03
- Cc1cccc(Cn2nnc3ccccc32)c1O
  -6.1	25.1	-6.2	-6.2	22.7	4.0	-27.2	-41.9	1.06
- Cc1cc(/C=C2/NC(=O)NC2=O)c(C)n1-c1ccncc1
  -1.9	-6.4	1.7	-2.0	-2.8	1.1	4.8	-7.6	0.983
- CCOC(=O)CSc1nnc(CNC(=O)c2ccc(OC)cc2)n1C1CCCCC1
  -0.6	-12.0	4.8	14.0	0.5	2.2	20.9	-1.1	0.952
- COc1ccc(C(=O)NCCSc2ccccc2)cc1OC
  -2.6	5.2	3.0	-4.9	-6.2	-1.6	1.2	12.9	0.97
- COc1ccc(NC(=O)Cn2c(=O)sc3ccccc32)cc1
  -1.9	9.4	3.5	8.6	-1.3	-2.0	-7.0	-4.1	0.965

# Given with tabs: 2 of the compounds above
SMILES	beta cell repl	NALP3 yeast inh	mIAP inh	hIAP inh	A3G deaminase	APOBEC3A inh	tim10-1 inh	TIM10 inh	mIAP activ
CCC(=O)Nc1ccc(S(=O)(=O)Nc2cccc(C)c2)cc1OC	-0.8	7.3	5.2	-7.3	-6.7	-2.0	8.1	20.8	0.948
Cc1cc(/C=C2/NC(=O)NC2=O)c(C)n1-c1ccncc1	-1.9	-6.4	1.7	-2.0	-2.8	1.1	4.8	-7.6	0.983

# (further entries)
# Each structure is followed by: beta cell repl	NALP3 yeast inh	mIAP inh	hIAP inh	A3G deaminase	APOBEC3A inh	tim10-1 inh	TIM10 inh	mIAP activ
- O=C(Cn1cnc2c(OCc3ccccc3)ncnc21)NCc1ccc2[nH]ccc2c1
  -1.2	4.9	-16.0	-12.6	-9.1	-6.0	3.1	1.3	1.16
- COc1ccc(-n2nc(C(=O)NCC(=O)N3CCC(C(N)=O)CC3)c3ccccc3c2=O)cc1
  -2.1	19.1	3.2	-3.7	-4.7	-1.8	-18.1	-13.0	0.968
- CCOC(=O)C1CCCN(C(=O)c2cc(COc3ccc(C)nc3)on2)C1 (stereo not drawn)
  -0.5	8.2	2.8	-3.7	-4.2	-4.4	20.9	17.2	0.972
- CC(C)CNc1nc(NC(C)(C)C)nc(Oc2ccc(=O)[nH]n2)n1
  -1.5	14.6	-0.6	-1.7	-7.7	-3.3	4.2	4.8	1.01
- CN=C1SC(CC(=O)Nc2ccccc2F)C(=O)N1C (stereo not drawn)
  -3.1	23.2	-4.5	6.2	3.6	2.6	7.1	-1.1	1.04
- COCCCNC(=O)/C=C/c1ccc(Cl)cc1Cl
  -1.1	12.3	-24.7	2.4	-8.8	-4.0	18.0	7.6	1.25
- COCCn1c(C)cc(C(=O)CSc2nc3ccccc3o2)c1C
  -3.9	27.7	15.9	-5.0	-2.2	2.3	18.3	16.6	0.841
- O=C(CSc1ccc2nnc(-c3ccccn3)n2n1)Nc1ccc2c(c1)OCCO2
  -2.0	-3.9	-1.6	1.7	-3.6	-3.4	8.6	11.6	1.02
- CCCN(CCO)CCCc1ccccc1
  0.1	13.4	-0.3	15.8	-8.3	-1.5	0.9	4.4	1
- CC(C)OC(=O)Nc1ccc(-c2ccc(NC(=O)OC(C)C)cc2Cl)c(Cl)c1
  -0.4	12.8	6.1	5.8	-7.7	-3.7	-10.0	-2.8	0.939
- CN1CC(=O)N(CC(=O)N2CCC(Cc3ccccc3)CC2)C1=O
  5.2	5.1	-5.4	17.7	-5.3	4.2	2.0	8.8	1.05
- O=C(CCSc1ccccc1)NNC(=O)c1ccccc1F
  -1.5	10.9	8.0	-2.6	-2.0	1.1	-0.7	3.9	0.92
- O=C(O)c1cc([N+](=O)[O-])ccc1NCc1ccccn1
  0.2	15.0	-1.8	11.5	-9.9	2.5	-19.9	-4.6	1.02
- COc1ccc(-c2nn(-c3ccccc3)cc2CO)cc1
  -0.9	20.0	-1.1	-12.8	-2.3	-3.1	10.3	11.2	1.01
- Cc1cccc(-c2nc(C)cc(=O)[nH]2)c1
  -1.1	4.3	3.8	-1.8	5.7	3.4	8.3	-7.2	0.962
- COc1ccc(CCNC(=O)c2cc(=O)c3cc(C)ccc3o2)cc1OC
  0.2	3.5	11.5	3.6	-7.9	0.2	21.0	0.5	0.885
- CC(C)(C)C1COc2ccccc2N1C(=O)c1ccccc1Cl (stereo not drawn)
  1.8	12.0	3.3	4.6	-5.9	-4.8	32.1	39.7	0.967
- O=C(CSc1nncn1-c1ccccc1)Nc1cccc(S(=O)(=O)N2CCCCC2)c1
  0.0	1.6	3.5	14.7	-0.8	-2.0	12.5	7.2	0.965
- CSc1ccccc1NC(=O)c1cc(-c2ccco2)on1
  0.6	40.2	-1.4	-10.6	1.1	2.7	-5.9	19.0	1.01
- COc1ccccc1-c1cc(C(=O)N/N=C/C=C/c2ccccc2[N+](=O)[O-])c2ccccc2n1
  0.4	23.3	20.5	-6.0	-6.1	-1.7	26.0	26.2	0.795
- CCC(=O)Nc1cccc(SC)c1
  1.8	2.9	5.1	-8.4	-2.0	-3.4	13.9	7.9	0.949
- COc1ccc(Nc2ccc(Cl)nn2)cc1
  -2.1	17.4	0.9	5.4	-6.0	-0.8	8.5	-3.1	0.991
- Cc1cc(SCC(=O)N2CCN(C(=O)c3ccco3)CC2)c(C)cc1Br
  -1.0	23.6	7.8	-0.5	4.7	1.1	8.1	5.6	0.922
- CC(C)Cc1oc(C(=O)O)cc1CN
  -3.3	8.2	-6.3	-5.0	-3.3	-0.7	7.4	12.6	1.06
- COc1cccc(NC(=O)CN2C(=O)CSc3ccc(S(=O)(=O)N4CCCCC4)cc32)c1
  -4.4	2.5	4.8	-0.3	-1.5	-1.8	-5.1	8.8	0.952
- CCCC1=NN(C(=O)Cc2ccc([N+](=O)[O-])cc2)C(O)(C(F)(F)F)C1 (stereo not drawn)
  -2.2	11.9	1.4	2.9	-2.6	1.7	-2.4	-12.9	0.986
- COc1ccc(-c2noc(CCC(=O)Nc3cccnc3)n2)cc1OC
  -3.7	10.6	-1.1	-2.2	-6.5	-1.7	4.7	3.0	1.01
- CCOc1ccc(N(CC(=O)NCc2ccccc2)S(=O)(=O)c2c(C)noc2C)cc1
  -0.2	1.7	0.8	-1.4	-2.1	3.3	1.5	1.9	0.992
- O=C(CSc1nnc(NC(=O)c2ccccc2)s1)NCc1ccco1
  -6.1	-5.1	-4.4	-0.6	-1.7	2.5	6.2	2.9	1.04
- CN(C(=O)c1cccc(NC(=O)C2CCN(C(=O)OC(C)(C)C)CC2)c1)C1CCCCC1
  -1.4	19.7	-27.6	-4.1	-2.5	-1.1	-4.1	-5.3	1.28
- COCCn1cnc2c1c(=O)n(CC(=O)NCC(F)(F)F)c(=O)n2Cc1ccccc1
  3.1	-18.9	-6.0	-2.5	-5.3	11.5	5.2	-8.0	1.06
- COc1ccc(C(=O)Nn2c(C)ccc2C)cc1OC
  3.0	12.1	5.4	12.4	-4.6	-5.5	-9.2	7.6	0.946
- CC(=O)Oc1ccc(N2C(=O)C3C(C2=O)C(C(=O)c2ccc(Cl)cc2)N2CCCC32)cc1 (stereo not drawn)
  -1.9	20.4	5.7	-5.5	-0.3	1.5	7.2	11.6	0.943
- Cc1ccc(C(C)NC(=O)c2c(C)noc2C)cc1C (stereo not drawn)
  1.8	7.0	2.3	0.5	-1.7	-1.6	13.4	-16.3	0.977
- O=C(Cc1cccs1)Nc1cccc(-c2nnc(-c3ccco3)o2)c1
  1.1	10.4	2.7	-2.0	-7.0	-3.8	12.0	21.4	0.973
- CCn1c(Cc2ccccc2)nnc1SCC(=O)c1cccc([N+](=O)[O-])c1
  -2.4	-5.8	3.7	-3.9	-3.0	-0.8	22.5	12.0	0.963
- Cc1nn(Cc2ccc(Cl)cc2Cl)c(C)c1NC(=O)NC12CC3CC(CC(C3)C1)C2
  -5.2	21.1	-111.6	11.9	-0.5	3.5	35.1	38.2	2.12*
- CCOC(=O)Cc1cn(C(=O)OC(C)(C)C)c2ccccc12
  -2.8	22.4	8.5	-3.7	-4.0	-0.4	0.6	-2.6	0.915
- CC(C)C(=O)Nc1cc2c3c(c1)CCN3C(=O)CC2
  0.8	0.0	2.2	8.0	-0.7	-1.8	-9.6	-0.6	0.978
- CC(C)(C)OC(=O)C[C@H]1C/C=C\C[C@@H](CC(=O)N[C@H](CO)Cc2ccccc2)C(=O)NCCOC1=O
  -3.8	22.7	4.9	-6.6	-6.7	-0.2	2.7	0.2	0.951
- COC(=O)C(C)(C(=O)OC)c1ccccc1[N+](=O)[O-]
  -1.4	7.4	3.0	6.0	-2.8	-0.8	6.7	-0.1	0.97
- Cc1c(Cl)c([N+](=O)[O-])nn1CCCC(=O)Nc1sc2c(c1C(N)=O)CCC(C)C2 (stereo not drawn)
  -0.8	3.1	6.2	0.2	-4.9	-5.6	29.2	17.6	0.938
- CCOc1ccc(CN2C(=O)c3ccccc3C2C(=O)NCc2cccnc2)cc1 (stereo not drawn)
  -1.9	0.0	2.8	14.3	-2.0	3.5	4.7	-4.7	0.972
- COc1ccc(-n2cc(C(=O)O)c(=O)cc2C)cc1
  0.1	14.1	9.3	15.2	-3.4	1.3	1.5	0.6	0.907
- C/C(=N/O)c1ccccn1
  3.3	2.6	8.1	3.0	-6.6	-5.0	7.3	0.6	0.919
- CC(C)c1ccc(CNC(=O)C2CCCN2S(=O)(=O)c2ccccc2)cc1 (stereo not drawn)
  -4.4	-1.9	-8.0	-4.2	-2.2	-1.2	27.5	11.8	1.08
- O=C1Nc2ccccc2C(O)(C(=O)NCc2ccco2)N1c1ccc(Cl)c(Cl)c1 (stereo not drawn)
  -1.6	15.4	-2.7	17.1	6.8	5.4	11.4	-0.9	1.03
